Growth percent in the NCI-60 one-dose screen (48 h, 10 µM unless noted): 100 = growth as untreated, 0 = no growth, -100 = all killed.
RPMI-8226 = RPMI-8226 leukemia cells | actives 7.5% (n = 77,000)
HOP-62 = HOP-62 NSCLC. actives 3.9% (n = 80,000). AID 1794735
CCRF-CEM = CCRF-CEM leukemia. AID 1794778. actives 7% (n = 77,000)
EKVX = EKVX NSCLC. actives 3% (n = 71,000). AID 1794765
UACC-62 = UACC-62 melanoma | actives 5.4% (n = 81,000)
HOP-92 = HOP-92 NSCLC cells | actives 6.3% (n = 71,000)
M14 = M14 melanoma. actives 6.2% (n = 80,000). AID 1794745
A549/ATCC = A549/ATCC NSCLC; actives 3.7% (n = 81,000); AID 1794740
* marks the source's active call; other numbers are inactive results; . = no result given; & = joins results of further samples. Rule for the calls: active = growth percent below 10; inactive = the rest.

Letter code – A = RPMI-8226; B = HOP-62; C = CCRF-CEM; D = EKVX; E = UACC-62; F = HOP-92; G = M14; H = A549/ATCC
O=[N+]([O-])c1cccc(/C=N\Nc2ccccc2)c1
  A: 86; B: 84; C: 60; D: 60; E: 4.9*; F: 66; G: 34; H: 67

N#CC(=C1SCS1)[N+](=O)[O-]
  A: 32; B: 42; C: 2.0*; D: 64; E: 38; F: 63; G: -1.5*; H: 21

C#CC1(N(C)C)CCC2C3CCc4cc(OC)ccc4C3CCC21C (configuration not stated)
  A: 116; B: 98; C: 116; D: 98; E: 84; F: 96; G: 106; H: 96

COc1ccc(/C=C/c2nc(Nc3cccc(NC(C)=O)c3)c3ccccc3n2)cc1
  A: 89; B: 82; C: 83; D: 94; E: 44; F: 69; G: 73; H: 55

O=C(Nc1ccc(Cl)cc1)c1cc2c(cc1O)[nH]c1ccccc12
  A: -62*; B: -2.2*; C: 18; D: 11; E: 10; F: .; G: 31; H: 30

COc1ccc(N=Nc2c(Nc3ccccc3)[nH][nH]c2=O)cc1
  A: 123; B: 107; C: 105; D: 90; E: 107; F: 93; G: 110; H: 67

O=C1NN(c2ccccc2)C(c2ccc(Cl)cc2)N2CCC[C@H]12 (some centres not stated)
  A: 102; B: 99; C: 107; D: 95; E: 87; F: 100; G: 98; H: 103

CCCCCSC1CCCC1
  A: 100; B: .; C: 119; D: 96; E: 102; F: 109; G: 104; H: 99

C=C1C(=O)O[C@H]2[C@H]1CC/C(COC(=O)C(=O)c1c[nH]c3ccc(Cl)cc13)=C\CC[C@@]1(C)O[C@@H]21
  A: -39*; B: -53*; C: -41*; D: -74*; E: -82*; F: -93*; G: -83*; H: -82*

COc1ccc(C(=O)c2cc3ccccc3o2)cc1
  A: 95; B: 106; C: 97; D: 94; E: 90; F: 94; G: 104; H: 98

C=CCC1CCCC(=O)C1CC=C (configuration not stated)
  A: 107; B: 82; C: 94; D: 99; E: 105; F: 97; G: 85; H: 88

O=C(/C=C/c1ccc(Cl)cc1Cl)c1cccc(OCCCOc2cccc(C(=O)/C=C/c3ccc(Cl)cc3Cl)c2)c1
  A: 54; B: 97; C: 100; D: 104; E: 86; F: 106; G: 96; H: 97

O=C(O)c1cn(C2CC2)c2cc(N3CCN(C(=O)N/N=C/c4ccc(Cl)cc4)CC3)c(F)cc2c1=O
  A: 108; B: 107; C: 104; D: 100; E: 95; F: 96; G: 99; H: 111

CCOC(=O)c1c(N)c(C#N)cn1Cc1ccc(Cl)cc1Cl
  A: 83; B: 69; C: 85; D: 82; E: 60; F: 73; G: 72; H: 76

Cn1c(=O)c2c(nc(N/N=C/c3ccc(Br)cc3)n2C)n(C)c1=O
  A: 98; B: 109; C: 95; D: 104; E: 112; F: 80; G: 118; H: 95

CC[C@H](CC[C@@H](C)[C@H]1CC[C@H]2[C@@H]3CC=C4C[C@@H](OCCc5nn[nH]n5)CC[C@]4(C)[C@H]3CC[C@]12C)C(C)C
  A: 113; B: 98; C: 103; D: 102; E: 118; F: 147; G: 108; H: 94

O=C(NNC(=O)N1c2ccccc2C=Cc2ccccc21)c1ccc([N+](=O)[O-])cc1
  A: .; B: 109; C: 98; D: 101; E: 92; F: 99; G: 102; H: 106

CC(C)NC(=O)OCc1c(COC(=O)NC(C)C)c(-c2cccc(Cl)c2)n2c1CCC2
  A: 72; B: 87; C: 50; D: 161; E: 87; F: 59; G: 95; H: 70

Nc1ccc(NS(=O)(=O)CS(=O)(=O)Nc2ccc(N)cc2)cc1
  A: 76; B: 107; C: 60; D: .; E: .; F: 101; G: 101; H: 106

COc1cccc([N+](=O)[O-])c1
  A: 114; B: 92; C: 100; D: 91; E: 102; F: 87; G: 96; H: .

O=c1[nH]nc2c(Cc3ccccc3)nc3ccccc3n12
  A: 103; B: 110; C: .; D: 110; E: 116; F: 94; G: 109; H: 100

Cc1nc2ccccc2c(=O)n1-c1ccc2c(c1)nc(C)n2Cc1ccccc1
  A: 100; B: 85; C: 99; D: 90; E: .; F: 100; G: 106; H: 85

OC(CCN1CC2CCC(CC2)C1)(Cc1ccccc1)c1ccco1 (configuration not stated)
  A: 96&99; B: 105&108; C: 88; D: 116&95; E: 103&98; F: 108&101; G: 89&85; H: 102&103

CN1CC(c2nc3ccccc3o2)CC1=O (configuration not stated)
  A: 102; B: 97; C: 101; D: .; E: 106; F: 89; G: 102; H: 101

O=C1CC(c2nc3ccccc3s2)CN1c1ccc(Cl)cc1 (configuration not stated)
  A: 96; B: 96; C: 92; D: .; E: 86; F: 77; G: 99; H: 96

ClC(Cn1ncc2c(Nc3cccc(Br)c3)nc(SCCN3CCOCC3)nc21)c1ccc(Br)cc1 (configuration not stated)
  A: 1.1*; B: -13*; C: -6.0*; D: 17; E: -44*; F: -19*; G: -19*; H: 16

O=C(Nc1ccccc1C(F)(F)F)Nc1cccc2ccccc12
  A: 106; B: 94; C: 109; D: 81; E: 84; F: 92; G: 116; H: 96

C/C=C/c1nc2ccccc2s1
  A: 90; B: 85; C: 98; D: 90; E: 90; F: 88; G: 95; H: 103

COc1ccc2c(=O)cc(-c3ccccc3)oc2c1
  A: 81; B: .; C: 14; D: 100; E: 126; F: 51; G: .; H: 115

Cn1c(=O)c2[nH]c(CCCCCc3nc4ccccc4[nH]3)nc2n(C)c1=O
  A: .; B: 112; C: 102; D: 100; E: 105; F: 103; G: 121; H: 93

O=C(/C=C/c1cccnc1)c1ccccc1
  A: 54; B: 108; C: 41; D: 103; E: 103; F: 84; G: 89; H: 99

CCCCCCCCNC(=O)CCCCC(=O)NCCCCCCCC
  A: 88; B: 106; C: 107; D: 96; E: 99; F: .; G: 114; H: 104

NC(=S)N=Nc1c(O)cc(O)c2[nH]c(=O)ccc12
  A: .; B: .; C: 103; D: 104; E: 97; F: 111; G: 109; H: 104

O=C1S/C(=C\c2ccc(Br)cc2)C(=O)N1/N=C/c1ccc(Br)cc1
  A: 105; B: 104; C: 102; D: 97; E: 95; F: 94; G: 104; H: 102

O=C1OCCN1/N=C/c1ccc([N+](=O)[O-])o1
  A: 93&97; B: 97&108; C: 94&80; D: 88&112; E: 96&92; F: 117; G: 136&112; H: 105

CCOC(=O)c1c(Cl)c2c(n1Cc1ccc(OC)cc1)-c1oncc1CCC2
  A: 52; B: 98; C: 62; D: .; E: 74; F: .; G: 108; H: 86

CCOC(=O)C1=C(C)NC(C)=C(C(=O)OCC)C1c1cn[nH]c1-c1ccc(OCc2ccccc2)cc1
  A: 27; B: 73; C: 52; D: 59; E: 64; F: 61; G: 61; H: 46

COc1ccc(-c2nc(SCCC(C)C)[nH]c(=O)c2C#N)cc1
  A: 97; B: 96; C: 96; D: 97; E: 91; F: 84; G: 105; H: 105

CC(=O)Cc1nsc(NC(=O)c2cc(-c3cc(C(F)(F)F)ccc3Cl)oc2C)n1
  A: .; B: 103; C: 94; D: 91; E: 88; F: 110; G: 97; H: 97

COc1ccc(N(C)c2ncnc3occ(C)c23)cc1
  A: -36*; B: 35; C: -21*; D: 42; E: 23; F: .; G: 0.3*; H: 15

O=C(NCc1ccc2c(c1)OCO2)c1cccc(Nc2cnccn2)c1
  A: 80; B: 91; C: 97; D: 76; E: 76; F: 89; G: 100; H: 101

O=C1Nc2ccc(F)cc2/C1=C\c1ccc(OCc2ccccn2)cc1
  A: 81; B: 108; C: 94; D: 84; E: 90; F: 67; G: 105; H: 101

N#Cc1cc2c(C(=O)c3cccs3)cn(O)c2cc1C#N
  A: 96; B: 94; C: 77; D: .; E: 101; F: 77; G: .; H: 91

CCSC(SCC)C(O)C(O)C(O)COC(c1ccccc1)(c1ccccc1)c1ccccc1 (configuration not stated)
  A: 59; B: 96; C: 82; D: .; E: 55; F: .; G: 97; H: 58

C=C1C(=O)O[C@H]2[C@H]1CC/C(COC(=O)NCc1cc(OC)c(OC)c(OC)c1)=C\CC[C@@]1(C)O[C@@H]21
  A: 44; B: 80; C: 6.7*; D: 76; E: 39; F: 72; G: 50; H: 88

O=C(CC(=O)c1ccc([N+](=O)[O-])cc1)c1ccccc1
  A: 45; B: 51; C: 45; D: 83; E: 64; F: 74; G: 77; H: 93

CC1(C)C(=O)/C(=C\c2ccc(C(F)(F)F)cc2)C[C@]2(C)[C@H]3CC[C@@H]4[C@@H](C(=O)/C=C/c5ccc(C(F)(F)F)cc5)CC[C@@]4(C)[C@]3(C)CC[C@@H]12
  A: 104; B: 97; C: 101; D: 103; E: 96; F: 92; G: 103; H: 99

COc1ccc(-c2nnc(-c3ccc4c(c3)nc(-c3ccccn3)n4C3CCCCC3)o2)cc1
  A: 34; B: 84; C: 36; D: 74; E: 60; F: 64; G: 66; H: 56

O=S(=O)(c1ccc(NC(=S)NCc2ccco2)cc1)N1CCCCC1
  A: 85; B: 96; C: 95; D: .; E: 92; F: 73; G: 99; H: 86

O=c1[nH][nH]c(-c2ccc(F)cc2)c1-c1nc2ccccc2s1
  A: 97; B: 89; C: 87; D: 90; E: 82; F: 77; G: 89; H: 111

(list continues)
Letter code – A = RPMI-8226; B = HOP-62; C = CCRF-CEM; D = EKVX; E = UACC-62; F = HOP-92; G = M14; H = A549/ATCC
Cc1csc[n+]1CC(=O)c1ccccc1
  A: 101; B: 97; C: 101; D: 97; E: 103; F: 100; G: 93; H: 94

CC(C)OC(=O)Nc1cc(F)cc(C(F)(F)F)c1F
  A: 98; B: 92; C: 99; D: 96; E: 95; F: 82; G: 100; H: 98

C[C@@H]1[C@H]2C[C@@H](C[C@H]1NCc1nc3ccccc3n1C1CCCCCC1)C2(C)C
  A: 28; B: 88; C: 58; D: 68; E: 48; F: 29; G: 61; H: 72

CC1=CC(=NN=c2cc(C)n([O-])c(C)c2)C=C(C)[N+]1=O
  A: 67; B: 80; C: 92; D: 110; E: 80; F: 93; G: 77; H: 87

CCOC(=O)c1c(NC(=O)c2ccc(F)cc2)sc2c1CCCC2
  A: 119; B: .; C: 111; D: 92; E: 80; F: 99; G: 102; H: 95

Nc1n[nH]c2cccc(C#Cc3cccc(NC(=O)Nc4cc(C(F)(F)F)cc(C(F)(F)F)c4)c3)c12
  A: -16*; B: -55*; C: -1.9*; D: -30*; E: -91*; F: -71*; G: -9.9*; H: -35*

COc1ccc(CC(C(=O)O)c2ccccc2)cc1 (configuration not stated)
  A: 94; B: 92; C: 88; D: 104; E: 105; F: 76; G: 103; H: 94

Nc1nc2c(c(-c3nc(N)nc4c3CCc3ccccc3-4)n1)CCc1ccccc1-2
  A: 105; B: 91; C: 107; D: 90; E: 95; F: 95; G: 105; H: 106

CC(C)CCc1nc2c([nH]1)c(=O)n(C)c(=O)n2C
  A: 94; B: 92; C: 97; D: 102; E: 95; F: .; G: 106; H: 92

NC(N)=N/N=C/c1ccc(Cl)cc1
  A: .; B: 75; C: 71; D: 64; E: 79; F: .; G: 66; H: 92

O=C(Nc1ccc(Cl)cc1)c1cc2ccccc2cc1OP(=O)(O)O
  A: -10*; B: 32; C: 18; D: 25; E: 35; F: -24*; G: 32; H: 16

O=C1C=C(C2CCCCC2)C(=O)c2ccccc21
  A: 92; B: .; C: .; D: 105; E: 95; F: .; G: 107; H: .

CCNC(=O)OCc1cnc(C)c(OC(=O)NCC)c1COC(=O)NCC
  A: 99; B: 103; C: 93; D: .; E: 104; F: 102; G: 98; H: 97

CC1(C)COC(c2ccc(Cl)cc2)OC1
  A: 102; B: 102; C: 101; D: 116; E: 92; F: 82; G: .; H: 115

COc1cc(CNC(=O)/C=C/c2ccccc2)ccc1OCc1cn(-c2cccc(C(F)(F)F)c2)nn1
  A: 80; B: 103; C: 90; D: 82; E: 86; F: 101; G: 104; H: 85

CCOC(=O)CC1CSC(N/N=C/c2ccc(N(C)C)cc2)=N1 (configuration not stated)
  A: 94; B: 97; C: 97; D: 99; E: 98; F: 88; G: 99; H: 95

Reprinted at random: two compounds from above
Letter code – A = RPMI-8226; B = HOP-62; C = CCRF-CEM; D = EKVX; E = UACC-62; F = HOP-92; G = M14; H = A549/ATCC
CCOC(=O)c1c(NC(=O)c2ccc(F)cc2)sc2c1CCCC2
  A: 119; B: .; C: 111; D: 92; E: 80; F: 99; G: 102; H: 95

O=C1C=C(C2CCCCC2)C(=O)c2ccccc21
  A: 92; B: .; C: .; D: 105; E: 95; F: .; G: 107; H: .

Single records, from the list above.
Profile of COc1ccc(-c2nnc(-c3ccc4c(c3)nc(-c3ccccn3)n4C3CCCCC3)o2)cc1 = RPMI-8226 = 34; HOP-62 = 84; CCRF-CEM = 36; EKVX = 74; UACC-62 = 60; HOP-92 = 64; M14 = 66; A549/ATCC = 56
Profile of COc1cccc([N+](=O)[O-])c1 = RPMI-8226 = 114; HOP-62 = 92; CCRF-CEM = 100; EKVX = 91; UACC-62 = 102; HOP-92 = 87; M14 = 96; A549/ATCC = .
Profile of Cc1csc[n+]1CC(=O)c1ccccc1 = RPMI-8226 = 101; HOP-62 = 97; CCRF-CEM = 101; EKVX = 97; UACC-62 = 103; HOP-92 = 100; M14 = 93; A549/ATCC = 94

Compound activity (PubChem BioAssay)
